Ins promoter up: MIN6 insulin promoter up-regulation; MIN6 insulin promoter-GFP reporter, high-content imaging; active compounds read high; z-score at 5 µM; 190,000 compounds, 0.3% hits;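 active = z-score above 3 at 5 µM with at least 500 cells counted in the well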
Yfh1-depleted yeast: mitochondrial function rescue without frataxin homolog – Friedreich's ataxia, plus single-dose screen, dose response (AID 1465); S. cerevisiae Yfh1-off respiration, WST-1 reduction, 72 h; higher fold induction means a stronger effect; fold induction at 50 µM; hits with a dose series show EC50 in µM; 220,000 compounds, 0.074% hits;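 active = fold induction of absorbance versus untreated yeast above a set limit, then at least 30% activation at any dose in follow-up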;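 note: activators that raise dye reduction in frataxin-depleted yeast; strong numbers were not always called active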
ER stress rescue: protection against thapsigargin-triggered cell killing – 384-well, CSM14.1, ATP luminescence, primary screen (AID 1222); CSM14.1 thapsigargin-induced death rescue, ATP luminescence; higher % means a stronger effect; cellular ATP content (survival), % at 20 µM; hits with a dose series show EC50 in µM; 190,000 tested, under 10 active;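 active = EC50 below 50 µM in the dose-response confirmation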;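 note: death triggered by thapsigargin at about 15 µM added after 2 h compound pretreatment; cell ATP read after overnight thapsigargin exposure of roughly 18 to 22 hours; normalized against plate controls of thapsigargin alone and 5% DMSO vehicle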
M1AAP inhibition: malaria alanyl aminopeptidase activity blockers – biochemical, fluorogenic H-Leu-NHMec substrate, 1536-well (AID 1445); recombinant M1AAP, H-Leu-NHMec fluorogenic kinetic assay; higher % means a stronger effect; inhibition, % at 30 µM; hits with a dose series show IC50 in µM; 220,000 compounds, 0.42% hits;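 active = primary inhibition above the hit cutoff, then over 50% inhibition at one or more dose response concentrations, cut at about 23% in these data, passing the limit was not always enough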;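 note: plate controls were DMSO full reaction for no effect and no enzyme background for full effect; strong numbers were not always called active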
Hep lipid drop: modulators of hepatic lipid droplet formation. AML12 mouse hepatocytes, oleate lipid droplets, BODIPY imaging. 240,000 compounds, 0.4% hits. inhibition, % at 6.5 µM;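 active = lipid droplet intensity inhibited by at least 50%, with more than 500 cells counted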
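Material – AML12 mouse liver cells · Also added – oleate loading, 100 µM · Compound dosing – 6.5 µM single-point dosing · Times – overnight treatment with compound plus oleate · Measured by – fluorescence imaging, 20x objective, two fields per well · Read-out – percent inhibition of filter-corrected integrated lipid droplet intensity per well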
Dynein cargo inh: blocks dynein driven cargo transport along microtubules | 3617.4 mouse cells, GR-EGFP nuclear translocation imaging; test concentration mostly 20 µM; stimulated with dexamethasone, 1 µM; active compounds read low | z-score, hits read low | 220,000 compounds, 0.47% hits;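 active = plate z-score of nuclear minus cytoplasmic receptor signal below a set negative limit, without overly bright fluorescence or cell loss, cut at about -3.5 in these data, passing the limit was not always enough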;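 note: z-score of nuclear minus cytoplasmic ring GR-EGFP intensity difference per well; some compounds called inactive have numbers as strong as hits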
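medium = tetracycline-free induction medium containing charcoal-stripped FBS | probe or stimulus = dexamethasone, 1.0 µM final | timing = 48 h induction, then 1 h compound, then 30 min agonist, 37 °C | detection = automated 10x imaging of fixed Hoechst-stained cells | read-out basis = nuclear versus cytoplasmic GR-EGFP signal, averaged per well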
MT stabilize HCS: microtubule stabilizers in HeLa cells. HeLa tubulin immunostaining HCS, 24 h; share of cells brighter than vehicle mean+2SD. % tubulin-high responders, % at 10 µM. 200,000 compounds, 0.83% hits;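 active = plate Z-score above 3 for both tubulin-high and condensed-nucleus cell shares, with cell loss under 80%, at 10 µM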;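 note: anti alpha tubulin signal scored within the nucleus-defined area of each cell; some results filed as inactive read as strong as hits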
Autophagy mod: autophagy modulation, high-content screen; calls only at 10 µM (by protocol); MEF GFP-LC3 puncta imaging; test concentration mostly 10 µM; AID 463193; 190,000 compounds, 0.98% hits;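 active = percentage of spot-positive cells more than 3 SD above its plate mean, without a fluorescence outlier flag or 80% toxicity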;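 note: spot-positive cell cutoff set from DMSO-treated cells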
M17LAP inhibition: P. falciparum M17LAP inhibitors, primary screen, biochemical, fluorogenic H-Leu-NHMec substrate, 1536-well (AID 1619); 220,000 compounds, 0.38% hits; inhibition, % at 30 µM; hits with a dose series show IC50 in µM; recombinant M17LAP, H-Leu-NHMec fluorogenic kinetic assay; higher % means a stronger effect;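 active = compound inhibiting the enzyme by more than half at any dose during confirmatory dose-response retesting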;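 note: plate controls were full reaction with DMSO carrier for no effect and no enzyme background for full effect; strong numbers were not always called active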
Dynein cargo inh cytoplasmic EGFP: further read-out of Dynein cargo inh, marked with its call; z-score; measured here: cytoplasmic GR-EGFP intensity; active compounds read high
Dynein cargo inh nuclear GR-EGFP: second read-out of Dynein cargo inh, no call of its own (marks repeat the call); z-score; measured here: nuclear GR-EGFP intensity;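 lower value marks the stronger effect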
Dynein cargo inh cell count: recorded beside Dynein cargo inh, whose call it bears; z-score; measured here: cell count per field
Ins promoter up cell count: second read-out of Ins promoter up, no call of its own (marks repeat the call); cell count; measured here: cytotoxicity, nuclei count;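 total cells summed across four imaged fields per well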
Hep lipid drop cells 6.5 µM: recorded beside Hep lipid drop, whose call it bears; cell count; measured here: cell count, cytotoxicity flag;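 cells counted across two imaged fields per well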
MT stabilize HCS Hoechst-high %: also measured in MT stabilize HCS; calls as there; % Hoechst-high responders; measured here: nuclear condensation Hoechst responders;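 share of cells brighter than vehicle mean plus two SD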
MT stabilize HCS cytotoxicity %: also measured in MT stabilize HCS; calls as there; toxicity, %; measured here: cytotoxicity by cell density;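 0% = mean cell density of plate MIN control wells and 100% = no cells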
Autophagy mod cell loss 18 h: recorded beside Autophagy mod, whose call it bears; toxicity, %; measured here: cell loss, nuclei count;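 cell loss after 18 h compound exposure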
Starred values were filed as active, the others as inactive; i = inactive; . = no result given; + = active, no number. The order is random (roughly 3.5% active in at least one column).

SMILES	Ins promoter up	Ins promoter up cell count	Yfh1-depleted yeast	ER stress rescue	M1AAP inhibition	Hep lipid drop	Hep lipid drop cells 6.5 µM	Dynein cargo inh	Dynein cargo inh cytoplasmic EGFP	Dynein cargo inh nuclear GR-EGFP	Dynein cargo inh cell count	MT stabilize HCS	MT stabilize HCS Hoechst-high %	MT stabilize HCS cytotoxicity %	Autophagy mod	Autophagy mod cell loss 18 h	M17LAP inhibition
CN1C=CC(=C2C(=O)c3ccccc3C2=O)C=C1	-0.24	1058	i	-3.5%	12.2%	.	.	-0.542	-0.177	-0.227	0.451	1.7	1.3	8.2	i	8.3	5.4%
CC(=O)Nc1ccc(OC(=O)c2ccco2)cc1	0.13	1149	i	0.2%	0.7%	9.4	727	-0.309	-0.208	-0.114	0.178	3.6	2.3	0.8	i	-2.5	12.2%
CC(=O)N/C(=C/c1ccccc1)C(=O)NC(Cc1ccccc1)C(=O)O (centres undefined)	-0.1	1158	i	0.0%	2.8%	5.1	553	-0.0458	-0.249	-0.0469	0.413	1.7	2.1	6.4	i	-5.8	4.2%
Cn1c(SCC(=O)N2CCCC2)nc2cccnc21	1.76	1652	i	0.5%	2.1%	8.3	723	1.95	-0.114	1.24	-1.32	2.0	1.5	5.5	i	-4.0	6.9%
CCCCCCCCNC(C)C(O)c1ccc(SC(C)C)cc1 (centres undefined)	.	.	i	-3.9%	-1.0%	-51.8	520	-4.34	0.372	-1.99	-4.29	8.5	4.8	9.7	i	12.2	7.9%
O=C(NCc1cccs1)C1CCN(C(=O)NCc2ccccc2)CC1	.	.	i	-2.1%	15.1%	46.3	725	-0.96	-0.248	-0.605	0.76	4.4	2.1	2.9	i	3.9	1.8%
C/C(=N\NC(=O)c1ccc(CN2CCOCC2)cc1)c1cccc([N+](=O)[O-])c1	-0.27	1413	i	-0.1%	0.2%	29.5	695	-0.264	-0.298	-0.262	-0.0336	4.7	4.4	7.9	i	-13.6	-5.7%
Cc1noc(C)c1COC(=O)COc1ccc2c(C)cc(=O)oc2c1	-0.35	966	i	-1.2%	1.1%	.	.	-1.18	-0.178	-0.274	1.78	2.3	2.1	4.7	i	-6.0	1.2%
CCOc1ccc(NC(=O)Cc2ccccc2)c([N+](=O)[O-])c1	-0.73	1549	i	-1.8%	13.9%	6.5	633	-0.213	-0.225	-0.0453	0.503	2.7	2.3	10.6	i	-0.5	2.92µM*
COc1ccc(/C=N/Nc2ncnc(Cl)c2N)cc1OC	-0.5	1444	i	0.7%	9.0%	-11.9	669	0.199	-0.0667	0.337	-1.77	6.7	2.0	4.1	i	4.7	36.3%
CCc1cc(SC#N)cc(C)c1NC(=O)CCl	0.5	950	i	-2.8%	-2.3%	68.4*	623*	3.5	-0.00803	2.96	-1.99	6.2	5.4	24.3	i	43.0	-4.0%
CC(C)CNC(=O)c1ccc(Cl)c(NC(=O)COc2ccccc2)c1	1.05	1481	i	-0.5%	-4.7%	0.4	694	0.463	-0.256	0.263	0.364	3.0	2.0	5.2	i	16.3	1.7%
Cc1ccc(N2C(=O)Nc3ccccc3C2(O)C(=O)N2CCN(c3ccccn3)CC2)cc1C (centres undefined)	0.89	1226	i	0.4%	8.9%	3.0	679	-0.736	-0.235	-0.754	1.14	2.9	3.6	6.7	i	-20.2	5.6%
COc1ccc(/C=C/C(=O)NC(=S)NNC(=O)c2cc(OC)c(OC)c(OC)c2)cc1OC	0.61	1311	i	.	-0.8%	-1.8	655	0.909	-0.235	0.204	0.0302	.	.	.	.	.	0.5%
Cc1ccc(C(=O)COC(=O)CCC(=O)NC2CCCCC2)cc1[N+](=O)[O-]	-0.97	1556	i	1.0%	2.1%	2.3	730	-0.839	-0.209	-0.0318	0.832	2.9	2.1	9.8	i	-13.6	10.9%
Cc1ccccc1Cn1nnc(C(=O)Nc2cccc(C)c2C)c1N	-0.08	971	.	-0.3%	3.1%	.	.	0.473	-0.328	0.483	0.085	5.5	3.0	5.9	i	5.5	-5.1%
Clc1ccccc1CN1CCN(/N=C/C=C/c2ccco2)CC1	0.07	990	i	.	2.7%	18.2	671	-0.241	-0.252	-0.52	0.712	.	.	.	.	.	5.4%
CC1=C/C(=N\NC(=S)NCc2ccccc2)CC1	0.4	1714	i	-0.5%	-4.7%	0.5	691	0.308	-0.318	0.245	0.527	5.0	2.3	4.3	i	-29.7	4.6%
CCN1CCc2c(C#N)c(N3CCOCC3)nc(NCc3ccccc3)c2C1	-1.18	975	.	1.9%	12.1%	-17.9	678	-0.529	0.0148	0.0307	0.865	1.2	1.7	11.5	i	-4.6	-29.0%
Cc1cc(/C=C2/C(=N)N3C(c4ccccc4)=CSC3=NC2=O)c(C)n1-c1ccccc1	0.04	1259	i	0.8%	6.9%	8.8	686	-0.732	-0.194	-0.515	0.0854	7.4	1.2	14.9	i	-3.4	-0.4%
COc1ccc(C=C(c2nc3ccccc3s2)c2nc3ccccc3s2)cc1O	1.02	920	i	0.5%	11.0%	-33.3	580	0.528	0.137	-0.0743	-0.76	9.5	1.5	14.6	i	3.2	4.3%
Cc1c(CCC(=O)O)c(=O)oc2cc(O)ccc12	-0.05	1199	i	-1.9%	18.6%	.	.	0.886	-0.114	1.2	-1.29	1.9	3.0	7.8	i	-8.7	i
CCCCOc1ccc(-c2nc(-c3cccnc3)no2)cc1	0.95	666	i	-3.3%	-0.4%	17.8	715	-0.312	-0.215	0.276	1.07	1.9	3.4	2.9	i	4.7	9.5%
Brc1ccc(Nc2nc(-c3cccnc3)cs2)cc1	-0.61	1336	i	-0.7%	3.0%	1.2	695	-0.132	-0.304	0.373	0.703	2.7	2.9	6.6	i	7.5	1.9%
O=C(Nc1ccc(CN2CCCCC2)cc1)Nc1ccc(Br)cc1Cl	-0.62	1516	i	-0.9%	-2.2%	24.1	652	-0.659	-0.278	-0.307	-0.395	2.3	2.2	4.6	i	4.5	-6.1%
Additional records:
SMILES	Ins promoter up	Ins promoter up cell count	Yfh1-depleted yeast	ER stress rescue	M1AAP inhibition	Hep lipid drop	Hep lipid drop cells 6.5 µM	Dynein cargo inh	Dynein cargo inh cytoplasmic EGFP	Dynein cargo inh nuclear GR-EGFP	Dynein cargo inh cell count	MT stabilize HCS	MT stabilize HCS Hoechst-high %	MT stabilize HCS cytotoxicity %	Autophagy mod	Autophagy mod cell loss 18 h	M17LAP inhibition
Cc1ccc2oc(=O)n(CC(=O)OC(C)C)c2c1	0.15	1159	i	-3.4%	-0.3%	-1.5	762	-0.895	-0.274	-0.155	0.283	3.4	2.0	3.4	i	-0.2	17.0%
Cn1nnc2cc(C(=O)N3CCC(c4ccccc4)C3)ccc21 (centres undefined)	-0.5	1291	i	.	-1.7%	-8.9	647	0.509	0.0666	0.772	-0.242	1.7	2.2	7.1	i	-2.4	9.8%
CCOC(=O)CC(c1ccc([N+](=O)[O-])cc1)n1c(C)ccc1C (centres undefined)	-0.64	1714	i	-1.1%	5.3%	-12.9	691	-0.483	-0.335	0.384	0.466	1.2	1.6	4.6	i	4.1	-6.0%
Oc1c(C(c2ccco2)N2CCOCC2)sc2ncnn12 (centres undefined)	1.39	766	i	0.9%	1.4%	.	.	1.2	-0.0494	0.788	-1.15	1.9	3.1	2.8	i	10.2	1.7%
CCCn1c(SCc2nc3ccccc3s2)n[nH]c1=O	1.13	1556	i	0.1%	7.6%	-5.2	666	2.47	-0.175	0.787	-0.677	3.3	0.6	12.2	i	12.4	11.9%
Cc1ccc(Sc2nc(-c3ccccc3)nnc2C(F)(F)F)cc1	-0.16	1715	i	-0.2%	9.8%	4.5	723	.	.	.	.	0.8	1.4	9.0	i	17.4	-2.0%
COc1ccc(OC)c(S(=O)(=O)NCc2cn3c(C)csc3n2)c1	-0.07	1856	i	0.5%	-1.0%	-6.7	698	0.33	-0.145	0.478	-0.527	5.7	2.8	4.4	i	5.0	4.9%
CCCN1Cc2cccc(C(=O)NC(CC(=O)OCC)c3ccc(OCC)c(OC)c3)c2C1=O (centres undefined)	.	.	i	-2.4%	2.2%	0.0	709	0.84	-0.293	0.537	0.317	1.7	1.0	8.2	i	26.1	1.3%
COc1ccc(/C=C(\C#N)c2nc3ccc(C)cc3[nH]2)cc1Oc1ccc(C(F)(F)F)cc1[N+](=O)[O-]	-0.8	1319	.	-2.3%	1.9%	.	.	-0.304	-0.181	0.367	1.31	4.1	1.8	1.9	+	4.3*	-4.2%
Cc1cc(-c2ccccc2)nc(SCc2ccc(C(=O)O)o2)n1	-1.71	1277	i	.	7.7%	-5.8	695	-2.16	-0.0726	-1.09	0.159	2.9	2.0	7.0	i	-13.1	21.3%
Cc1cc2[nH]c(=S)[nH]c2cc1C	.	.	i	-2.5%	7.1%	-7.1	611	0.258	0.202	0.401	-0.64	5.0	1.9	10.3	i	3.4	-14.8%
Cc1cc(C)n2cc(CSCc3ccccc3)nc2n1	-0.44	1543	i	0.6%	2.3%	10.5	702	0.153	-0.0561	0.0006	1.17	4.3	2.3	9.3	i	14.8	-78.2%

Screens deposited in PubChem BioAssay by several laboratories.
